Source: PubChem BioAssay (several laboratories)
PMI act hi M6P = human PMI activators, high substrate, primary screen, biochemical, fluorescence intensity, near-saturating mannose 6-phosphate; Mannose-6-phosphate isomerase (Homo sapiens), P34949; coupled PMI enzyme assay, resazurin fluorescence, 20 min; stronger effect = higher value; 1 = untreated enzyme, 0 = substrate-free blank; activation factor at 20 µM; hit rate 0.34% among 190,000; AID 1216, 2008;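 active = activation factor of 2 or more at 20 µM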
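Test system – human PMI in coupled enzyme assay · Timing – 20 min incubation at room temperature · Detection – Diaphorase-driven resazurin-to-resorufin fluorescence, excitation 544, emission 590 nm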
Hsp70 activator = Hsp70 transcriptional activators, primary screen, cell-based, HeLa, Hsp70 promoter luciferase, luminescence, 10 µM | AID 1203, 2008 | HeLa Hsp70 promoter luciferase reporter; scaled: vehicle 0, proteasome-inhibitor control 100% | activation, % at 10 µM | hit rate 0.04% among 200,000;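 active = activation above the mean across all tested compounds plus 3 SD, cutoff set per campaign, cut at about 5.5% in these data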;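 also: 100% = MG132 at 30 µM as the positive control and 0% = DMSO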
S1P3 antagonist = S1P3 receptor antagonists, primary screen, cell-based; CHO S1P3 NFAT-BLA reporter, FRET fluorescence, antagonist mode; inhibition, % at 4.98 µM; hit rate 0.27% among 170,000;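 active = inhibition above the plate cutoff, the mean inhibition of test wells on that plate plus 3 SD, cut at about 28% in these data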;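 also: cells challenged with S1P at its EC80 of 0.8 µM; blue over green emission ratio from cleaved BLA substrate after 4 h stimulation; 0% = S1P-stimulated wells and 100% = unstimulated DMSO-only wells; some compounds past the cut are filed as inactive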
Target sequence (Q99500 whole entry, looked up): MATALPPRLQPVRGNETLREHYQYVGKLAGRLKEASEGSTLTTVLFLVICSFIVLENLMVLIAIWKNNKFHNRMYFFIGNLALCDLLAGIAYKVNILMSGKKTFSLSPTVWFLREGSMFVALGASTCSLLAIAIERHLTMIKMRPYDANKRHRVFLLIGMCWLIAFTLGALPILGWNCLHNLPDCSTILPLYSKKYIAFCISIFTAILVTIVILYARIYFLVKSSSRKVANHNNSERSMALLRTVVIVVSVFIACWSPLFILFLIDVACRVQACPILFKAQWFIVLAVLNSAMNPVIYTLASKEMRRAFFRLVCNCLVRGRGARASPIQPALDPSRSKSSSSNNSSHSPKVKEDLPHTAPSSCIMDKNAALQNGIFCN
TNAP inh noacc = human TNAP enzyme inhibitors, primary screen, biochemical, luminescent, no phosphate acceptor, uHTS | Alkaline phosphatase, tissue-nonspecific isozyme (Homo sapiens), P05186 | purified TNAP, CDP-star luminescence, 30 min | inhibition, % at 20 µM | hit rate 0.26% among 200,000 | AID 1012, 2008;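 active = tissue-nonspecific alkaline phosphatase inhibition above about 50% at 20 µM in the single-dose screen, limit read from the data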;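 also: 0% = DMSO negative control and 100% = EDTA positive control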
Target sequence (P05186 whole entry, looked up): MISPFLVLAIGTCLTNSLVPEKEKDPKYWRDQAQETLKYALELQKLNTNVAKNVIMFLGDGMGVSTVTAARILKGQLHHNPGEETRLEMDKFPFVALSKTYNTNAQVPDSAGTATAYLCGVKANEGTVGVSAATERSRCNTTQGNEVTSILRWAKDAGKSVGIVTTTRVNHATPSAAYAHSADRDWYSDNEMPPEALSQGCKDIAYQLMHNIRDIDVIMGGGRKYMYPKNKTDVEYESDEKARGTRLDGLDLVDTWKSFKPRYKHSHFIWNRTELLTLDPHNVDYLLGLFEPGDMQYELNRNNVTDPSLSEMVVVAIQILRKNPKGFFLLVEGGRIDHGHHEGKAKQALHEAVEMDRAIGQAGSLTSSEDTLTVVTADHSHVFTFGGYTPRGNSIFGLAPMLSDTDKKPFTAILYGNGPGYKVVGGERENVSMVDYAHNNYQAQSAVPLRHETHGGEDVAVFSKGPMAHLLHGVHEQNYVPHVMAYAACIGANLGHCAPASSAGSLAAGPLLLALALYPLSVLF
TNAP inh hi DEA = human TNAP enzyme inhibitors, primary screen, biochemical, luminescent, high phosphate acceptor level, uHTS | Alkaline phosphatase, tissue-nonspecific isozyme (Homo sapiens), P05186 | purified TNAP, CDP-star luminescence, 1 M DEA | inhibition, % at 20 µM | hit rate 0.03% among 200,000 | AID 1135, 2008;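 active = over 50% inhibition of tissue-nonspecific alkaline phosphatase at 20 µM in the single-dose screen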;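 also: plate controls were DMSO wells for no effect and EDTA-quenched wells as full inhibition for full effect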
L major viab = Leishmania major promastigote growth inhibition, primary screen; Leishmania major promastigotes, resazurin fluorescence viability; hit rate 9% among 200,000; inhibition, % at 10 µM; AID 1063, 2008; in the data active = inhibition above about 50%;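 also: promastigotes grown with compound for 44 hours at 28 °C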
Efa HMGR inh = inhibitors of E. faecalis class II HMGR, primary screen, biochemical, Enterococcus faecalis. HMG-CoA reductase (Enterococcus faecalis, mvaE). purified E. faecalis HMGR, NADPH absorbance 340 nm kinetic. inhibition, % at 10 µM. hit rate 0.41% among 190,000. AID 1066, 2008;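 active = inhibition above a set limit, the median over all tested compounds plus 3 SD, cut at about 9.5% in these data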;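 also: enzyme runs in reverse so mevalonate oxidation gives rising NADPH absorbance; 0% = complete reaction with DMSO and 100% = background rate lacking mevalonate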
PMI activator = activators of human PMI, primary screen, biochemical, fluorescence intensity, near-Km mannose 6-phosphate | hit rate 0.005% among 190,000 | purified human PMI, coupled resazurin fluorescence, 20 min; stronger effect = higher value; 1 = vehicle control, 0 substrate-free wells | Mannose-6-phosphate isomerase (Homo sapiens), P34949 | activation factor at 20 µM;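 active = activation factor of 2 or more at 20 µM, relative to plate controls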
RAM network inh = inhibitors of the yeast RAM network, primary screen, dse1pr::URA3 reporter, 5-FOA selection; S. cerevisiae dse1pr::URA3 reporter, 5-FOA growth OD615, 2 d; analog-sensitive cbk1-as2 kinase mutant strain; inhibition, % at 50 µM; hit rate 1.8% among 190,000;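 active = inhibition above a set limit, 3 SD over mean compound inhibition, cut at about 8.4% in these data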;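 also: 0% = DMSO-only wells with no growth and 100% = 10 µM 1-NA-PP1 full growth; inhibition rescues growth on 5-FOA so higher OD means more RAM inhibition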
DTT redox prof = compounds producing H2O2 with reducing agent – biochemical, NIH compound library profiling, artefact control for MLSCN library redox annotation, primary screen. DTT-dependent redox cycling H2O2, phenol red/HRP absorbance; 100% = 100 µM peroxide control, 0% = buffer. activation, % at 10 µM. hit rate 0.03% among 200,000. AID 878, 2007;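 active = activation of at least 50% relative to the plate's high and low controls in the primary single-dose screen; inactive = activation below 50%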;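 also: compound incubated with DTT at 0.8 mM final as the reducing agent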
* = called active by the depositor; / = not tested or not shown.

smiles	TNAP inh hi DEA	DTT redox prof	PMI act hi M6P	Efa HMGR inh	Hsp70 activator	RAM network inh	PMI activator	TNAP inh noacc	S1P3 antagonist	L major viab
CC(=O)Nc1cc(-c2nn(CC(=O)N3CCCCC3)c(=O)c3ccccc23)ccc1N1CCOCC1	3	2.6	1	-1	-0.1	3.3	0.9	-4	-4	34
O=C(c1cccs1)n1nc(-c2cccnc2)nc1NCc1ccco1	1	-0.8	0.9	-5	-0.2	6.6	0.8	10	-5	0
CCOC(=O)c1sc2nc3n(c(=O)c2c1C)CCCCC3	-6	-0.3	1	-2	0.3	2.0	0.9	2	-9	13
O=C(O)c1ccc(N/N=C/c2ccc(F)c(F)c2)cc1	5	0.9	1.9	-8	-0.3	-1.5	1.4	-6	-11	4
COc1cccc(-c2cc(C(=O)NCCN3CCOCC3)no2)c1	0	0.5	1	1	-0.2	-0.3	0.9	-15	8	-2
CC(C)OC(=O)c1c(NC(=O)c2cnn3c2NC(c2ccccc2)CC3C(F)F)sc2c1CCCC2 (centres undefined)	-1	0.9	0.9	0	-0.2	0.0	0.9	-4	/	0
Cc1ccc(C)c(N(CC(=O)NC2CCCC2)C(=O)c2cc3cc4cc(C)ccc4nc3s2)c1	-5	0.0	1	-4	-0.7	2.8	1	-8	/	34
Cc1cccc(N(C(=O)CCC(=O)Nc2cc(C)on2)C(C(=O)NC2CCCC2)c2ccncc2)c1 (centres undefined)	-7	-2.7	0.9	-4	-0.2	-0.3	0.9	-13	6	19
c1cncc(C2Nc3ccccc3-c3nc4ccccc4n32)c1 (centres undefined)	-6	0.8	1	1	0.0	0.8	1	-14	/	86*
CCOC(=O)c1c(-c2ccc(C)cc2)csc1NC(=O)CCSc1nnc2ccccn12	5	0.2	1	1	-0.3	4.1	0.8	-4	-1	-1
CC(=O)c1ccc(S(=O)c2ccccc2)cc1 (centres undefined)	-1	0.9	0.8	3	0.1	2.0	0.8	-10	/	-4
Cc1ccc(S(=O)(=O)CCC(=O)c2ccc(O)cc2O)cc1	-8	2.1	0.8	-4	-0.3	0.0	0.8	-11	-22	100*
Cc1ccc(C(=O)NNC(=O)CSc2nnc(-c3ccncc3)n2-c2ccc(C)cc2)cc1	2	2.3	1	1	-0.2	-0.7	1.1	-12	/	-7
CCO[C@@H]1OC(C(=O)NCc2ccccc2)=C[C@H](C2CCCCC2)[C@H]1CCCO	1	-0.5	0.8	2	0.2	5.3	0.8	0	4	51*
CCC(=O)Nc1c(C)nn(-c2ccc(C)c(C)c2)c1C	-2	-0.5	1	-3	-0.2	1.2	1	-9	-15	-5
COc1ccc(P(=O)(COc2ccc([N+](=O)[O-])cc2)c2ccc(OC)cc2)cc1	-1	-0.2	1	-3	-0.1	1.4	1.1	-9	7	2
CCOC(=O)c1[nH]c2ccccc2c1N=CN(CC)CC	-6	-1.0	1	-2	-0.6	0.9	0.9	-8	/	4
Cc1ccc(S(=O)(=O)NCC(=O)N(CC(=O)NC2CCCCC2)Cc2ccco2)cc1	-1	1.0	0.9	-6	-0.2	8.3	0.8	-7	2	-7
COCCn1c(SCc2cnc(-c3ccccc3)s2)nnc1-c1ccncc1	5	0.6	1	0	-0.2	0.7	1	-2	-12	-2
O=C(C1CCN(S(=O)(=O)c2ccccc2F)CC1)N1CCc2ccccc2C1	1	-1.1	0.9	-4	0.1	-0.6	0.9	-4	-12	-7
O=C(c1ccc(Cl)cc1)N(c1ccccn1)C1CCCCC1	-2	-1.3	1	-6	0.0	1.1	1	-8	-6	10
COc1ccc(C2/C(=C(\O)c3ccc4c(c3)OCCO4)C(=O)C(=O)N2CCCN(C)C)cc1 (centres undefined)	-6	-0.4	0.9	-5	0.2	0.3	0.9	-10	/	-3
Cc1c(C(=O)NCc2cccnc2)oc2ccc(S(=O)(=O)N3CC(C)CC(C)C3)cc12 (centres undefined)	1	0.5	0.9	-3	-0.1	-1.0	0.9	-8	-33	-2
CCNc1nc(NCC)nc(SCCOC(=O)Nc2ccc(Cl)cc2Cl)n1	-2	0.7	0.8	0	-0.3	10*	0.8	-4	7	3
CC(CCc1ccco1)NC(=O)Nc1cccc(F)c1 (centres undefined)	-7	2.6	1	0	-0.2	-1.0	1.1	-16	-4	4
Cc1ccc(N)cc1S(=O)(=O)N(C)C	-5	-0.4	0.9	-5	-0.2	1.6	1	-10	1	-3
CC(NC(=O)C1CC=CCC1C(=O)O)C1CC2CCC1C2 (centres undefined)	-3	1.5	0.9	-2	-0.1	2.0	0.9	-2	-17	-6
O=C(/C=C/c1ccco1)NC(=S)Nc1ccccc1O	8	-0.3	0.9	-3	-0.1	2.0	1	16	1	-8
CC(=O)OCC1O[C@@H](O[C@@H]2C[C@H]3C(C)(C)[C@H](OC(C)=O)CC[C@]3(C)[C@H]3CC[C@]45C[C@]4(CC[C@H]5[C@@H](C)C[C@@H](O)[C@H](O)C(C)(C)O)[C@@]32C)[C@H](O)[C@@H](O)[C@@H]1O (some centres undefined)	-6	0.2	0.9	-2	-0.2	-0.4	0.9	-20	-5	11
CCOc1ccc(Cl)cc1CSc1ncn[nH]1	6	-0.3	1	0	-0.1	1.6	0.9	2	-18	4
CN1CCN(CCCNC(=O)Cn2ncc3c4ccccc4n(C)c3c2=O)CC1	1	-0.4	1.1	-6	-0.2	-0.1	1	-8	-27	-1
CC1(C(=O)O)C=CCN1C(=O)c1ccccc1 (centres undefined)	-5	0.2	1.1	2	-0.1	-0.5	1.1	-6	-9	-6
O=C(N/N=C/c1cc(Br)ccc1O)c1cccc(N2CCCC2=O)c1	-5	-0.2	1.2	-4	-0.3	3.6	1.1	-13	-7	100*
Cc1ccc(S(=O)(=O)NC2c3cccc4cccc(c34)C2Sc2nc(C)cc(C)n2)cc1 (centres undefined)	-3	-0.1	0.9	2	-0.3	6.2	0.9	-19	-1	13
CCS(=O)(=O)N1CCC(C(=O)NC2CCCCCCC2)CC1	-3	0.2	0.8	-2	-0.5	1.2	0.8	-10	3	-5
CCOC(=O)C(C)Sc1nnc(Cn2c(=O)sc3ccccc32)n1-c1ccccc1 (centres undefined)	-5	0.0	1.1	0	-0.2	0.5	1	-14	-49	2
Cn1c(SCc2cc(=O)[nH]c3ccccc23)nnc1-c1ccc(Br)cc1	-5	0.1	0.9	-6	-0.3	7.7	0.9	-11	/	-4
O=C1NC(=O)/C(=C\c2ccc(O)cc2O)S1	15	-0.7	0.8	-1	2.7	-0.9	0.5	48	-6	2
CC1=CC2=NC(=O)/C(=C\c3cccn3CCOc3cc(C)cc(C)c3)C(=N)N2O1	0	-0.8	0.9	-8	0.0	6.0	0.9	-4	1	3
CCCCN1C(=O)C(CC(=O)NCC)SC1=Nc1ccccc1 (centres undefined)	-4	-0.3	0.9	-2	-0.1	3.0	0.9	-9	/	-3
CCCCOC(=O)CN1C(=O)c2ccc(C(=O)OCCCC)cc2C1=O	1	0.0	1	-7	-0.1	0.3	0.9	1	-30	-5
CCS(=O)(=O)N1CCCC(C(=O)N2CCc3ccccc3C2)C1 (centres undefined)	0	0.2	0.9	-4	-0.5	1.3	1	-9	-10	-7
CCn1cc(S(=O)(=O)CC(=O)Nc2ccc(OC)cc2)c2ccccc21	-4	-2.3	0.9	-1	-0.1	0.3	0.8	2	-8	0
CS(=O)(=O)c1ccccc1-c1nc(-c2ccc([N+](=O)[O-])cc2)no1	2	-0.1	1.1	3	-0.1	2.2	1.1	-6	-4	-2
CCOC(=O)c1ccccc1Cc1nc2ccccc2c(=O)[nH]1	-4	0.3	1	2	-0.3	5.7	0.9	-9	3	-2
CN1CCN(C(=O)c2cn(-c3ccccc3)nc2-c2cccs2)CC1	1	-2.5	0.9	1	-0.2	0.5	1.1	1	-18	-5
O=c1c2ccccc2ncn1Cc1cccc2ccccc12	-4	0.0	0.9	2	0.1	5.0	1	-9	-7	10
COc1ccc(Cn2c(=S)[nH]c3ccsc3c2=O)cc1	-4	-0.2	0.8	-6	-0.2	1.6	0.9	-5	0	28
Nc1cc(C(=O)c2ccccc2)ccc1N1CCOCC1	-3	1.3	1	-3	0.2	1.8	1	-8	/	54*
NC(=O)C1(N2CCCCC2)CCN(C(=O)NC2CCCCC2)CC1	-3	2.3	1	-4	0.5	1.6	0.9	-11	-16	-5
CC1=CC(c2ccccc2)n2nc(NS(=O)(=O)c3ccc(C)cc3)nc2N1 (centres undefined)	-3	0.8	1	0	-0.2	1.4	1	-6	-14	-5
O=C(CSc1nnc2c(Cl)cc(Cl)cn12)N1CCOCC1	-8	0.8	1.1	-4	-0.2	1.4	1.1	-13	/	-7
O=C(CCCn1c(=S)[nH]c2cc3c(cc2c1=O)OCO3)N1CCc2ccccc2C1	-5	2.8	0.8	-2	0.2	5.5	0.8	-6	/	0
CO/N=C/C(=N\Nc1ccc(OC)cc1)C(=O)c1ccc(OC)cc1	6	0.3	1	-1	0.0	12*	0.8	5	/	4
O=C(NNC(=O)C1CCN(c2ncccn2)CC1)c1ccncc1	-5	1.9	1	-8	-0.1	0.1	1.1	-7	-14	-5
CCc1c(C)c(C#N)c2nc3ccccc3n2c1N(C)C	-1	1.2	1.1	-6	-0.1	1.0	1.1	-14	16	16
CC(C)(C)NC(=O)c1cccc2c1OC(C)(C)C2	-3	-0.3	0.9	0	0.2	0.5	0.9	-8	-2	5
CC(C)C(=O)NCCCc1ccccc1	0	0.3	0.9	-2	0.0	0.6	0.8	-7	/	-2
COc1ccc(CCn2c(=N)c(C(=O)NCc3ccco3)cc3c(=O)n4cccc(C)c4nc32)cc1	0	-1.4	0.9	-1	-0.2	1.9	1	-2	-29	67*
